# PostGolgi ctrl: growth of the yeast control strain, post-Golgi counter-screen. efflux-deficient yeast background strain, growth absorbance A615, 16 h. 5% of 98,000 active. inhibition, % at 10 µM
# CYP2C19 act: activators of human cytochrome P450 2C19. recombinant CYP2C19, luciferin-H EGE luminescence; hits give high values; 0 = fully inhibited enzyme, 1 = untreated enzyme. P33261. activation factor at 5 µM. 96,000 tested, under 10 active. AID 1025;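 active means activation factor of at least 2 at 5 µM in the primary screen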;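 further: 0 = wells with 2.5 mM tranylcypromine and 1 = vehicle-only wells; values of inactives mirror those of a sister screen read the other way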
# Target sequence (P33261 whole entry, looked up): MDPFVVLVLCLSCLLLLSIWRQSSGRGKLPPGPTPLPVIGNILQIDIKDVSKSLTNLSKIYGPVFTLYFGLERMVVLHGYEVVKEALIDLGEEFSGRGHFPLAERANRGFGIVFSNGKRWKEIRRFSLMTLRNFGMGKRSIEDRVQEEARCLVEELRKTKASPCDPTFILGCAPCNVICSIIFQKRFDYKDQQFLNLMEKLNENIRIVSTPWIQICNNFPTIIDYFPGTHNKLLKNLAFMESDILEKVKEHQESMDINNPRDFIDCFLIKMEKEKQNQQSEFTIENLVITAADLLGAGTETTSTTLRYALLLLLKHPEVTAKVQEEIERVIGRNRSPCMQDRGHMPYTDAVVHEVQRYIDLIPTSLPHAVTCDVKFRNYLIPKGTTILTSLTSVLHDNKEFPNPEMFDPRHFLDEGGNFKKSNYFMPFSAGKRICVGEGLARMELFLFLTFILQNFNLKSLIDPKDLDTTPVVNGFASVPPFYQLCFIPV
# PostGolgi yeast: growth inhibition of a yeast mutant, post-Golgi transport screen; inhibition, % at 10 µM; post-Golgi transport phenotypic cell assay; 0.9% of 98,000 active;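 further: yeast cells grown in 1536-well plates; yeast grown about 18 h at 30C before absorbance read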
# CYP2C19 inh: blocks human cytochrome P450 2C19; AID 778; CYP2C19 Supersomes, luciferin-H EGE luminescence, 30 min; 21% of 96,000 active; inhibition, % at 5 µM;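 active means CYP2C19 inhibition above a set limit at 5 µM in the primary screen, cut at about 50% in these data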;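 further: plate controls were negative control wells for no effect and 2.5 mM tranylcypromine positive control for full effect; values of inactives mirror those of a sister screen read the other way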
# S1P2 ag: S1P2 (human) receptor agonism | O95136 | S1P2-expressing cell line, agonist reporter read-out | activation, % at 4.5 µM | 0.46% of 97,000 active; in the data active means activation above about 16%;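 further: 0% = vehicle low control and 100% = maximal reference agonist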
# S1P2 blocker: S1P2 (human) receptor antagonism; O95136; cell-based S1P2 antagonist assay, inhibition at 5 uM; inhibition, % at 5 µM; 0.21% of 97,000 active; AID 736; in the data active means inhibition above about 45%;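 further: CRE beta-lactamase reporter cells expressing human S1P2 stimulated with S1P; 0% = agonist at EC80 alone and 100% = agonist plus reference antagonist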
# sEH activator: activators of human soluble epoxide hydrolase; P34913; purified human sEH enzymatic activity, activator screen; activation, % at 2 µM; 0.04% of 91,000 active; AID 717; in the data active means activation above about 37%; further: values of inactives mirror those of a sister screen read the other way
# Target sequence (P34913 whole entry, looked up): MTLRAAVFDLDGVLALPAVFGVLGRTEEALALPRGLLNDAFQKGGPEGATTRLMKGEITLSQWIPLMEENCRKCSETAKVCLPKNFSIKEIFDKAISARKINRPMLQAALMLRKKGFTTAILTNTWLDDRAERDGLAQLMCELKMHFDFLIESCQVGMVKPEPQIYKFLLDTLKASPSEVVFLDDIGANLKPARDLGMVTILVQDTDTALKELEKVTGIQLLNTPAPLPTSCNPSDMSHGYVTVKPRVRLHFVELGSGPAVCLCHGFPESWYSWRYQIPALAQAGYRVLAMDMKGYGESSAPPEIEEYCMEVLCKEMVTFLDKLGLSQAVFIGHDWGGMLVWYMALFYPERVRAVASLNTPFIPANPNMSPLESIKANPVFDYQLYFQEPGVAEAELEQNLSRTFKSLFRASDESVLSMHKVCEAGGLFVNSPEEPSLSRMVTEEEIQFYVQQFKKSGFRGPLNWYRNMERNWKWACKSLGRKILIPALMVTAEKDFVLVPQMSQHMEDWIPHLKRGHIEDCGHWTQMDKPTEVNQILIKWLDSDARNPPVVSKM
# DAT uptake mod: modulates human dopamine transporter uptake under cocaine; AID 449768; Q01959; 1.3% of 110,000 active; B-score at 10 µM; LLC-PK1 hDAT cells, [14C]-dopamine uptake with cocaine IC80; actives deviate in either direction;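 active means Z score or B-score, a plate-position-corrected score, falls beyond the plate's 99.7% confidence bounds, in either direction; inactive means both scores lie inside the 99.7% bounds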;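 further: scored against the spread of the other compound wells on the same plate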
# sEH inhibitor: blocks human soluble epoxide hydrolase activity. P34913. recombinant human sEH enzymatic activity assay. inhibition, % at 2 µM. 0.34% of 91,000 active. AID 707; in the data active means inhibition above about 80%; further: values of inactives mirror those of a sister screen read the other way; many of its hits are not listed in these tables
# The depositor's hits bear a star; . = not tested or not shown; & = joins results of further samples. Unless noted, no stated cut-off is given here; in the data, active means inhibition above about 30%; inactive means the rest.
1: Cc1cccc(Cn2nnc3c2C(=O)c2ccccc2C3=O)c1
2: Cc1nn(-c2ccccc2)c2c1C(c1ccco1)C(C#N)=C(N)O2 (centres undefined)
3: Cc1ccc(/C=N/N2CCN(Cc3cccc4ccccc34)CC2)o1
4: CC(C)(CO)NC(=O)C(c1ccccc1)c1ccccc1
5: O=C(Nc1cc(C(F)(F)F)ccc1-n1cncn1)c1ccc(Br)cc1

assay / entry	1	2	3	4	5
PostGolgi yeast	.	4	2	-3	-1
CYP2C19 act	.	0.7	0.9	0.9	0.8
DAT uptake mod	-0.71	1	1.6	-0.69	-1.5
sEH inhibitor	4	-9	1	4	.
CYP2C19 inh	.	27	12	14	24
sEH activator	1	6	-4	-5	.
S1P2 ag	0	-7	-4	-3	-4
S1P2 blocker	-1	8	-5	-9	-6
PostGolgi ctrl	.	2	7	3	2

# Some of these compounds in order of length of the SMILES, descending:
5: O=C(Nc1cc(C(F)(F)F)ccc1-n1cncn1)c1ccc(Br)cc1
1: Cc1cccc(Cn2nnc3c2C(=O)c2ccccc2C3=O)c1
4: CC(C)(CO)NC(=O)C(c1ccccc1)c1ccccc1

assay / entry	5	1	4
PostGolgi yeast	-1	.	-3
CYP2C19 act	0.8	.	0.9
DAT uptake mod	-1.5	-0.71	-0.69
sEH inhibitor	.	4	4
CYP2C19 inh	24	.	14
sEH activator	.	1	-5
S1P2 ag	-4	0	-3
S1P2 blocker	-6	-1	-9
PostGolgi ctrl	2	.	3

# Carrying on:
6: O=C(Nc1cnn(C23CC4CC(CC(C4)C2)C3)c1)c1cnn2c(C(F)(F)F)cc(-c3ccco3)nc12
7: Cn1c(SCCCC(=O)c2ccc(Br)cc2)nnc1-c1ccncc1
8: Oc1cc(NCc2cccnc2)ccc1-c1nc2ccccc2o1
9: O=C(c1ccco1)N1CCN(C(=O)c2ccc(Cn3cc(Br)cn3)o2)CC1
10: Cc1oc2c(C)c3oc(=O)c4c(c3cc2c1C)CCCC4

assay / entry	6	7	8	9	10
PostGolgi yeast	3	-5	-3	4	3
CYP2C19 act	0.4	0.3	0.7	0.9	0
DAT uptake mod	0.97	.	-0.029	.	0.75
sEH inhibitor	-5	5	-4	-6	-5
CYP2C19 inh	65*	75*	28	15	96*
sEH activator	6	-6	5	4	4
S1P2 ag	-5	-5	-3	2	-5
S1P2 blocker	-1	-5	11	-9	5
PostGolgi ctrl	17	-1	7	-2	15

# A few values from the list.
# PostGolgi yeast with entry 10 → 3
# DAT uptake mod with entry 8 → -0.029
# CYP2C19 act with entry 6 → 0.4
# sEH inhibitor with entry 7 → 5

# The listing continues:
11: Cc1cc(C)nc(-n2nc(C)cc2NC(=O)c2cccc(S(=O)(=O)N3CCOCC3)c2)n1
12: Cc1noc(C)c1C(=O)NCc1ccccc1
13: COc1ccc(C2N(S(=O)(=O)c3ccccc3)CCN2S(=O)(=O)c2ccc(C)cc2)cc1 (centres undefined)
14: Cc1cc(C(F)F)n2ncc(C(=O)NCCc3ccc(Cl)cc3)c2n1
15: COC(=O)C1=C(C)N(c2cccc3ccccc23)C(=O)C1

assay / entry	11	12	13	14	15
PostGolgi yeast	2	-4	1	3	-3
CYP2C19 act	0.9	0.8	0.1	0.2	0.6
DAT uptake mod	-0.48	0.19	0.026	-0.27	0.87
sEH inhibitor	.	-19	-11	3	-6
CYP2C19 inh	5	18	86*	85*	44
sEH activator	.	18	12	-2	10
S1P2 ag	-3	-3	1	2	-4
S1P2 blocker	-4	-15	-3	-37	-10
PostGolgi ctrl	11	-3	25	49*	17

16: Cc1ccc(CNC(=O)C2CC(=O)OC23CCCC3)c(C)c1 (centres undefined)
17: CCOC(=O)N1CCC(NC(=O)c2cccc3c2C(=O)N(c2ccc(OC)cc2)C3)CC1
18: COc1nc(NC(C)(C)C)nc(Oc2ccc(=O)n(C)n2)n1
19: CC(=O)N1CCN(C(=O)c2cccc(S(=O)(=O)Nc3ccc(C)cc3)c2)CC1
20: CCS(=O)(=O)N1CCCC(C(=O)NC2CCCC2)C1 (centres undefined)

assay / entry	16	17	18	19	20
PostGolgi yeast	3	-1	4	3	-15
CYP2C19 act	.	0	1.1	0.9	0.8
DAT uptake mod	0.55	1.3&-0.017	1.8	-0.72	-1.5
sEH inhibitor	6	-11	0	-7	-4
CYP2C19 inh	.	97*	-8	12	21
sEH activator	-2	9	-1	7	6
S1P2 ag	-4	2	-5	-2	-4
S1P2 blocker	-10	-10	21	8	8
PostGolgi ctrl	4	38*	12	12	-8

21: CN(C)c1nc(OCCOC(=O)COc2ccc(Cl)cc2Cl)nc(N(C)C)n1
22: O=C(Nc1ncccc1Cl)C(Sc1ccccc1)c1ccccc1 (centres undefined)
23: CC(C)(C)NC(=O)CN(Cc1cccs1)C(=O)CNS(=O)(=O)c1ccccc1
24: Cn1c(SCC(=O)Nc2nccs2)nnc1-c1ccncc1
25: COc1cccc(OC)c1OCCCCCc1c(C)n[nH]c1C

assay / entry	21	22	23	24	25
PostGolgi yeast	4	-25	0	-1	0
CYP2C19 act	1	0.4	1	0.6	0.1
DAT uptake mod	0.65	1.7	-0.27	-0.76	0.069
sEH inhibitor	.	1	-3	.	.
CYP2C19 inh	5	58*	4	40	86*
sEH activator	.	0	5	.	.
S1P2 ag	.	-7	0	-3	-5
S1P2 blocker	.	4	-2	4	14
PostGolgi ctrl	10	22	8	0	0

26: C=CCn1c(SCC(=O)N2CCN(c3ccc(F)cc3)CC2)nnc1-c1cccs1
27: Cc1ccc(-c2nnc(Nc3ccc4c(c3)nc(C)n4C)c3ccccc23)cc1
28: CCOC(=O)c1sc(N)c(C#N)c1CSc1nc2ccc(C)cc2[nH]1
29: CC(Nc1c([N+](=O)[O-])c(=O)oc2ccccc12)C(Cl)c1ccccc1 (centres undefined)
30: CN(CC(=O)N1CCCC1)S(=O)(=O)c1ccc(Cl)cc1

assay / entry	26	27	28	29	30
PostGolgi yeast	-3	9	2	6	4
CYP2C19 act	0.3	0.9	0.2	0	0.7
DAT uptake mod	0.63	1.3	0.31	-1.3	0.12
sEH inhibitor	2	1	-14	2	10
CYP2C19 inh	65*	11	77*	97*	30
sEH activator	-3	-3	12	1	-9
S1P2 ag	-1	-4	4	-8	0
S1P2 blocker	2	14	-48	7	-25
PostGolgi ctrl	14	19	5	13	3

# Grouped by structure: those above containing a cyano group (2)
2: Cc1nn(-c2ccccc2)c2c1C(c1ccco1)C(C#N)=C(N)O2 (centres undefined)
28: CCOC(=O)c1sc(N)c(C#N)c1CSc1nc2ccc(C)cc2[nH]1

assay / entry	2	28
PostGolgi yeast	4	2
CYP2C19 act	0.7	0.2
DAT uptake mod	1	0.31
sEH inhibitor	-9	-14
CYP2C19 inh	27	77*
sEH activator	6	12
S1P2 ag	-7	4
S1P2 blocker	8	-48
PostGolgi ctrl	2	5

# Following part:
31: COc1ccc(C2/C(=C(/O)c3ccccc3)C(=O)C(=O)N2CCN2CCOCC2)c(OC)c1 (centres undefined)
32: CC(=O)NCCOc1ccc2oc3ccccc3c2c1
33: COc1ccccc1-c1nnc2sc(-c3cc4ccccc4o3)nn12
34: Cc1ccc(N2C(=O)c3ccc(C(=O)N4CCN(c5cccc(C)c5C)CC4)cc3C2=O)cc1
35: CCOC(=O)c1[nH]c2ccccc2c1NC(=O)c1cc(OC)c(OC)c(OC)c1

assay / entry	31	32	33	34	35
PostGolgi yeast	0	6	-7	.	.
CYP2C19 act	1	0.9	0.7	.	.
DAT uptake mod	0.046	1.7	.	0.93	-0.0084
sEH inhibitor	6	0	6	6	-2
CYP2C19 inh	-2	6	33	.	.
sEH activator	-6	0	-7	-4	4
S1P2 ag	0	-2	-4	-4	12
S1P2 blocker	7	-5	-5	-97	-25
PostGolgi ctrl	9	24	41*	.	.

36: C=CCN1C(=O)CS/C1=C(\C#N)S(=O)(=O)c1ccc(C)cc1
37: O=C(O)Cn1cnc2scc(-c3cccs3)c2c1=O
38: COc1cc2c(C(=O)N3CCN(c4ccccc4C)CC3)c(C)oc2cc1Br
39: O=C(C1CCN(S(=O)(=O)c2cccc3nsnc23)CC1)N1CCc2ccccc21
40: CCN(CCCNC(=O)CCn1c(=O)[nH]c2ccccc2c1=O)c1ccccc1

assay / entry	36	37	38	39	40
PostGolgi yeast	0	.	-3	-9	-6
CYP2C19 act	1	.	0.4	0.5	0.4
DAT uptake mod	0.17	-0.066	1.3	0.41	-0.46
sEH inhibitor	5	7	.	1	55
CYP2C19 inh	0	.	60*	51*	62*
sEH activator	-6	-6	.	-3	-55
S1P2 ag	-7	-9	-3	-6	-5
S1P2 blocker	-1	16	12	16	26
PostGolgi ctrl	6	.	57*	14	2

41: Cc1cccc(-c2nc(CN3CCCC(C(=O)NC4CCCCCC4)C3)c(C)o2)c1 (centres undefined)
42: CCC1Oc2ccccc2N(CC(=O)NCCCN2CCC(C)CC2)C1=O (centres undefined)
43: Fc1cccc(Cl)c1Cn1nnc(-c2ccc3c(c2)OCO3)n1
44: Cc1cc(C)n2nc(C(=O)OCCOc3ccc(F)cc3)nc2n1
45: CC1CCCCN1C(=O)CSc1nnc(-c2c[nH]c3ccccc23)o1 (centres undefined)

assay / entry	41	42	43	44	45
PostGolgi yeast	2	-3	-1	-3	1
CYP2C19 act	0.8	1.1	0.5	0.8	0.2
DAT uptake mod	-0.18	0.43	-2.5	0.075	1.6
sEH inhibitor	39	.	-28	.	.
CYP2C19 inh	19	-8	47	15	79*
sEH activator	-38	.	30	.	.
S1P2 ag	-4	.	-1	-1	.
S1P2 blocker	6	.	-4	14	.
PostGolgi ctrl	5	2	10	2	14

46: COc1ccccc1/C=C/C=N/n1c(COc2ccccc2)n[nH]c1=S
47: O=C(O)C1CC(=O)N(CCOc2ccccc2)C1 (centres undefined)
48: O=C(CCS(=O)(=O)c1ccc(Cl)cc1)N1CCN(S(=O)(=O)c2cccs2)CC1
49: COc1ccc(C2=NOC(CN3C(=O)c4ccccc4S3(=O)=O)C2)cc1 (centres undefined)
50: CN(C)c1cc(N)c2ccccc2n1 (tested in a mixture with another compound)

assay / entry	46	47	48	49	50
PostGolgi yeast	10	-4	4	-3	-9
CYP2C19 act	0.9	1	.	0.2	1.1
DAT uptake mod	0.29	-0.72	.	0.37	-0.77
sEH inhibitor	-1	6	5	-3	0
CYP2C19 inh	9	4	.	76*	-10
sEH activator	0	-6	-6	3	0
S1P2 ag	-3	-6	-2	-7	-2
S1P2 blocker	34	-3	-1	-5	1
PostGolgi ctrl	12	1	11	-5	-2

51: CCOC(=O)c1cnc2c(ccc3ccccc32)c1NCCO
52: CCOC(=O)CSc1nc2sc3c(c2c(=O)n1CC)CC(C)(C)OC3
53: COc1ccc(NC(=O)OC(CN2CCCCC2)C(F)(F)F)cc1 (centres undefined)
54: Cc1cc2c(c(=O)n1Cc1ccccn1)C(C(C)C)C(C#N)=C(N)O2 (centres undefined)
55: CCOc1ccc2nc(NC(NC(C)=O)(C(=O)OC)C(F)(F)F)sc2c1 (centres undefined)

assay / entry	51	52	53	54	55
PostGolgi yeast	.	-1	16	-7	-6
CYP2C19 act	.	0.9	0.5	1	0.4
DAT uptake mod	0.52	-1.1	-0.2	.	0.42
sEH inhibitor	1	-14	-18	.	.
CYP2C19 inh	.	12	48	4	58*
sEH activator	2	15	17	.	.
S1P2 ag	0	-1	-5	-2	.
S1P2 blocker	-3	1	14	-12	.
PostGolgi ctrl	.	9	-2	10	-5

56: C=C(C)CN1C(=O)c2ccccc2C1=O
57: COC(=O)[C@H](Cc1ccccc1)NC(=O)NCC1CCCO1 (some centres undefined)
58: Cc1noc(/C=C/N(C)C)c1S(=O)(=O)N1CCCC(C(=O)NCCC2=CCCCC2)C1 (centres undefined)
59: COc1ccc(-c2cc(C(F)(F)F)nc(S(C)(=O)=O)n2)cc1
60: COc1ccc(N2C(=O)C(Cl)=C(NCc3ccccc3)C2=O)cc1

assay / entry	56	57	58	59	60
PostGolgi yeast	2	5	.	68*	-1
CYP2C19 act	0.8	1	.	0.9	0
DAT uptake mod	-0.82	-0.28	.	-0.74	0.45
sEH inhibitor	-3	-6	88*	4	-20
CYP2C19 inh	18	3	.	5	99*
sEH activator	1	7	-88	-6	14
S1P2 ag	-3	-4	-6	-13	-3
S1P2 blocker	-7	4	9	-13	-7
PostGolgi ctrl	5	2	.	62*	13

# Screens from PubChem.
